# hgDAF12 agonist – H. glycines DAF-12 receptor agonists, primary screen, cell-based, luminescence, HEK293, GAL4 fusion, UAS-luciferase; Nuclear hormone receptor DAF-12 (Heterodera glycines), GAL4 fusion; HEK293 GAL4-hgDAF12 UAS-luciferase reporter, agonist luminescence; normalized to butyrate control; activation, % at 6.8 µM; 1.8% of 370,000 active; AID 687014, 2013;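 active = activation above a cutoff set at the mean of all screened compounds plus 3 SD, cut at about 10% in these data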;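 note: 0% = DMSO wells and 100% = sodium butyrate wells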
# HGIII-sPLA2 inh – human group III sPLA2 inhibitors, primary screen, biochemical, QFRET, BODIPY PC-A2 liposome substrate; AID 743126, 2013; inhibition, % at 12.2 µM; QFRET BODIPY PC-A2 liposome hydrolysis, fluorescence; 0.56% of 370,000 active; Group 3 secretory phospholipase A2 (Homo sapiens), Q9NZ20;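 active = inhibition above mean plus 3 SD of compounds lying within the high and low control bounds, cut at about 19% in these data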;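 note: 0% = median of test compound wells and 100% = no enzyme DMSO wells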
# Target sequence (Q9NZ20 whole entry, looked up): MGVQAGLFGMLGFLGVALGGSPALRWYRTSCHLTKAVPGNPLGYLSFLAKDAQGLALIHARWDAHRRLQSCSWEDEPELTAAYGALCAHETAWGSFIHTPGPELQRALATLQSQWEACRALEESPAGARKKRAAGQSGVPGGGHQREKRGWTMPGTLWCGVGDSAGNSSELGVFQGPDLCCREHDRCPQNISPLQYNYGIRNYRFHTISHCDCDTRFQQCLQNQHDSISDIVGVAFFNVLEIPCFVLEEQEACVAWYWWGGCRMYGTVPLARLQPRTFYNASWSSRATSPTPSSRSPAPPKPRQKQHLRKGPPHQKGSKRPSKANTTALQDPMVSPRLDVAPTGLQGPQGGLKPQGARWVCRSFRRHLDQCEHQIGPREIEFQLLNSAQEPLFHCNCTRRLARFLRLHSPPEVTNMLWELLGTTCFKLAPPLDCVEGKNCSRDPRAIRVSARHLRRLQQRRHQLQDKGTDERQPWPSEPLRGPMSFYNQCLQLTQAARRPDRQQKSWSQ
# GC-B act – human GC-B receptor activators, primary screen, HEK293 GC-B cells, cGMP TR-FRET, EC30 CNP | Atrial natriuretic peptide receptor 2 (Homo sapiens), P20594 | 0% at EC30 CNP, 100% saturating CNP | activation, % at 10 µM | 0.11% of 370,000 active;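 active = activation at 10 µM reaching about 35% in either raw or pattern-adjusted values, limit read from the data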
# DAX1 inh-1 – DAX1 (NR0B1) inhibitors on StAR promoter, primary screen, cell-based, luminescence, SF-1 (NR5A1), full-length DAX-1; HEK293T StAR-luciferase reporter, SF-1/DAX-1 repression relief; inhibition, % at 6.8 µM; 1.1% of 370,000 active; AID 652010, 2013;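 active = inhibition above the mean over all tested compounds plus 3 SD, cut at about 3.6% in these data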;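 note: 0% = DAX-1 cells with DMSO and 100% = cells lacking DAX-1 with DMSO; higher inhibition means more luminescence from relief of DAX-1 repression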
# GC-A act – GC-A stimulated cGMP production enhancers – HEK293 GC-A cells, cGMP TR-FRET, EC30 ANP, primary screen | Atrial natriuretic peptide receptor 1 (Homo sapiens), P16066 | 0% at EC30 ANP, 100% saturating ANP | activation, % at 10 µM | 0.14% of 370,000 active; in the data active = activation above about 40%
# DAX1 inh-2 – DAX1 (NR0B1) inhibitors, primary screen, cell-based, HEK293, Gal4-DAX1, luciferase luminescence; Nuclear receptor subfamily 0 group B member 1 (Homo sapiens), P51843; HEK293 Gal4-DAX1 luciferase reporter; inhibition, % at 6.75 µM; 0.99% of 340,000 active; AID 504766, 2011;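 active = inhibition above the mean over all tested compounds plus 3 SD, cut at about 4.2% in these data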;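 note: 0% = DAX1-transfected cells with DMSO and 100% = empty-vector control cells with DMSO; inhibition shows as a rise in luminescence from relieved DAX1 repression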
# Target sequence (P51843 207-470 limits assumed): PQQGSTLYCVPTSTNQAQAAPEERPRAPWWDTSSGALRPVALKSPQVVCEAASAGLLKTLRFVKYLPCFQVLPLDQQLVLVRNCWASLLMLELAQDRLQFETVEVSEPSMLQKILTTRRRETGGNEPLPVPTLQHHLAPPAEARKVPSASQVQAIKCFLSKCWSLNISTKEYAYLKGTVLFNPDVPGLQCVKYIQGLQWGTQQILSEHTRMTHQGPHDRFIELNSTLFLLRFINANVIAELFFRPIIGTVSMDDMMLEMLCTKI
# hcDAF-12 act – H. contortus DAF-12 nuclear receptor activators, primary screen, cell-based, luminescence, HEK293, lit1-tk-luc reporter. HEK293 hcDAF-12 lit1-tk-luc reporter; 0% DMSO, 100% Δ7-dafachronic acid. activation, % at 6.8 µM. 1.4% of 370,000 active. AID 652067, 2013;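 active = activation above the mean of all tested compounds plus 3 SD, cut at about 5.5% in these data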;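 note: 100% = response to 3 µM Δ7-dafachronic acid high control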
# KLK7 zymogen act – proKLK7 zymogen activators, primary screen, biochemical, fluorescence intensity; Kallikrein-7 (Homo sapiens), P49862; purified proKLK7, EDANS-DABCYL substrate fluorescence; 100% is mature enzyme control, 0% vehicle; activation, % at 7 µM; 0.9% of 370,000 active;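 active = activation above the mean of all tested compounds plus 3 SD, computed per campaign excluding outliers beyond control limits, cut at about 13% in these data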
# Target sequence (P49862 whole entry, looked up): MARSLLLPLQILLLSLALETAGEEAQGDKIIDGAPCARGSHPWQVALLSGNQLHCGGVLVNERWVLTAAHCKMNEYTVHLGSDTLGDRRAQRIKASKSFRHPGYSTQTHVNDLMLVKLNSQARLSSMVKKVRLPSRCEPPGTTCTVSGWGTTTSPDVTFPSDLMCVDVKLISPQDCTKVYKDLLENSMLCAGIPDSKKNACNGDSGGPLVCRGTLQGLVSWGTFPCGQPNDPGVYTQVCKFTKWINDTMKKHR
# ssDAF12 agonist – S. stercoralis DAF-12 nuclear receptor activators, primary screen, cell-based, luminescence, HEK293, GRIP1 co-expression, lit1-tk-luc. activation, % at 6.8 µM. AID 652126, 2013. 1% of 370,000 active. Nuclear hormone receptor DAF-12 (Strongyloides stercoralis). HEK293 ssDAF-12/GRIP1 lit1-tk-luc reporter; % of 3 µM dafachronic acid response;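 active = activation above the mean over all tested compounds plus 3 SD, cut at about 0.9% in these data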;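 note: 0% = DMSO-only wells and 100% = 3 µM delta7-dafachronic acid wells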
# GAA850 FXN act – FXN promoter activators, primary screen, cell-based, luciferase luminescence, HEK293 lucGAA850. HEK293 lucGAA850 FXN promoter luciferase reporter, 24 h; percent of 10 µM SAHA response. activation, % at 6 µM. 0.56% of 360,000 active. AID 540364, 2011;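 active = activation above the average of all compounds screened plus 3 SD, cutoff fixed separately per campaign, cut at about 7.5% in these data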;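 note: 0% = DMSO wells and 100% = 10 µM SAHA wells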
# SMARCA2 act – SMARCA2 (BRM) function activators, primary screen, cell-based, luminescence, high throughput; activation, % at 9.1 µM; MG213 cells, MMTV-luciferase reporter, dexamethasone, overnight; AID 652017, 2013; 1% of 370,000 active; in the data active = activation above about 7.8%;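 note: 0% = vehicle wells and 100% = reference activator wells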
# * = called active by the depositor; . = no result given. The order is random, and some 6.7% of all compounds hit somewhere here.
SMILES,hgDAF12 agonist,HGIII-sPLA2 inh,GC-B act,DAX1 inh-1,GC-A act,DAX1 inh-2,hcDAF-12 act,KLK7 zymogen act,ssDAF12 agonist,GAA850 FXN act,SMARCA2 act
Cc1ccc2cc(CCNC(=O)c3ccc4c(c3)OCO4)c(=O)[nH]c2c1C,-0.5,6.0,-2.8,-1.1,-5.0,1.1,-1.2,-0.1,-1.7,0.4,-2.5
CCCn1c(=O)c(C(=O)NNS(=O)(=O)c2ccc(NC(=O)OC)cc2)c(O)c2ccccc21,-0.3,-4.5,1.2,-0.2,-2.9,-1.0,-2.4,-0.1,-0.8,-0.3,-3.9
CC(C)[C@@H](CO)NS(=O)(=O)c1ccc(Br)cc1F,4.8,-2.0,-0.5,1.6,6.4,1.5,-1.0,0.3,-1.0,0.0,-2.6
Cc1cc(NC(=O)Nc2ccc(Cl)c(Cl)c2)no1,-0.1,-19.4,-2.0,-0.6,2.7,2.0,2.2,0.0,0.4,1.1,-2.1
CC(=O)c1ccc(OC(=O)C(CCS(C)(=O)=O)N2C(=O)c3ccccc3C2=O)cc1 (stereo not given),0.0,6.9,-0.3,0.5,-5.4,-0.1,2.5,0.5,-0.8,1.1,-3.3
Cc1oc(-c2cccc(Cl)c2)nc1CSCC(=O)O,-4.6,4.8,-0.8,-1.3,-0.6,-0.4,-2.2,-0.5,-1.7,-1.3,-3.5
CCc1ccc(N2C(=O)CN(Cc3cccs3)C2=S)cc1,0.2,-106.2,4.9,0.6,0.0,0.2,1.0,0.1,-0.7,4.1,-0.3
Cc1ccsc1/C=N/NC(=O)CO,-3.4,2.8,-2.4,-0.8,-0.2,1.6,-2.8,0.0,-1.1,1.7,4.1
CCOC(=O)c1cnc(-n2nc(C)cc2C)nc1NCCc1ccccc1,-6.7,13.2,3.5,-3.4,7.5,-2.2,-1.8,-1.0,-2.2,-0.3,-6.5
CCN(CC)S(=O)(=O)c1ccc2oc(Nc3ccc(OC)cc3OC)nc2c1,-2.4,0.0,3.3,-0.5,-0.6,-0.7,-3.9,-0.2,-1.4,0.2,-3.9
Cc1cccn2c(=O)c3cc(C(=O)N4CCN(C(=O)c5ccco5)CC4)n(C)c3nc12,-3.3,0.1,-10.4,0.1,6.2,-1.6,-1.0,19.8*,-1.6,0.1,-2.0
CCc1cc(CNC(=O)c2ccc3nc(Cc4ccc(OC)c(OC)c4)oc3c2)on1,-2.1,-10.6,-4.1,-1.5,1.7,-1.3,-3.5,-2.7,-1.6,0.3,-5.7
O=C(c1cc(S(=O)(=O)N2CCOCC2)ccc1Cl)N1CCOCC1,1.6,-3.0,-0.1,-1.1,2.4,0.6,-0.3,-0.1,-1.0,0.2,0.7
COc1ccc(/C=N/Nc2nc(N3CCCC3)nc(N3CCCC3)n2)c(OC)c1OC,-3.5,14.6,2.1,-0.3,1.4,-1.5,1.1,-0.4,-1.0,1.3,-1.1
CCOC(=O)c1c(C)c(C(=O)Nc2ccc(N(C)C)cc2)c(C)n1CC,2.6,11.7,-6.1,-2.5,-3.6,0.5,-1.0,0.1,-1.8,-1.8,2.3
CN1C(=O)CC(C(=O)O)SC1=Nc1cc(Cl)cc(Cl)c1 (stereo not given),-0.6,14.2,3.1,-0.1,1.5,1.2,1.4,-0.2,-1.2,2.0,-4.0
Cc1c(NC(=O)c2cc3c(s2)CCCC3)c(=O)n(-c2ccccc2)n1C,3.1,4.2,0.1,0.0,4.0,0.7,0.3,-0.2,-1.9,1.5,-2.5
CCOC(=O)[C@@H]1[C@H]2COc3ccc(Br)cc3[C@H]2N2C(=O)N(c3ccc(Br)cc3)C(=O)[C@]12C,0.0,3.2,-6.3,0.7,-0.1,-0.4,-0.5,-0.1,-1.3,0.5,-1.3
O=C(CN1CCCCC1)N1CCc2ccccc21,-1.1,-3.0,1.0,0.0,2.5,-0.2,-0.5,0.8,-1.6,-0.1,5.0
COc1cc(C)ccc1Oc1nc(-c2ccccc2O)nc2ccccc12,1.4,6.8,-4.5,0.8,-7.0,1.1,-0.7,-0.1,-0.5,-0.1,-1.9
Cc1ccc(CNC(N)=S)cc1,-1.8,9.8,-3.5,0.1,2.7,1.2,-1.9,0.1,-1.2,-0.7,-0.1
C/C=C/C(=O)OCC(=O)Nc1nc2ccc(C)cc2s1,4.9,-6.4,2.6,0.8,-8.3,-0.2,-0.1,-0.5,-1.0,2.1,2.0
O=C(Cc1cccs1)N/N=C/C(Cl)=C/c1ccccc1,11.5*,-3.6,1.0,1.7,-4.7,1.1,3.2,0.0,-0.7,6.0,3.7
COc1ccc(NC(=S)NCCc2ccc(F)cc2)c(OC)c1,0.1,15.9,-0.2,0.3,2.4,-1.6,-2.4,1.0,-0.9,-0.9,-0.8
Fc1ccc(NC2CCC23CCC(c2ccccc2)CC3)cc1C(F)(F)F (stereo not given),1.4,2.0,-3.3,.,6.2,.,-1.5,.,-1.8,.,.
Cc1occc1C(=O)NNC(=O)Cc1ccccc1,2.2,2.3,2.4,-0.3,-1.8,0.4,-0.2,-0.2,-1.9,0.6,0.5
Cc1c(C)c2ccc(OCC(=O)NCCc3c[nH]c4ccccc34)cc2oc1=O,0.2,-8.8,-24.9,0.5,-9.6,.,-0.7,0.1,-1.2,0.5,-0.5
CCOC(=O)c1ccccc1NC(=O)CSc1nnc(C(C)C)n1CC,-1.9,3.7,1.1,-0.7,0.3,-0.3,-1.1,0.7,-1.1,0.5,1.5
COC(=O)[C@@]1(C)[C@H]2C(=O)N(Cc3ccccc3)C(=O)[C@H]2[C@H]2CN=C(SCC(=O)c3ccccc3)N21,0.4,-6.6,-3.0,-1.4,3.2,-1.4,0.0,-0.3,-0.2,3.4,-0.8
CN(CC(=O)NC(=O)NC1CCCCC1)CC(=O)Nc1ccc(OC(F)(F)F)cc1,-1.1,-7.4,-5.2,-1.1,0.1,-0.5,2.7,-0.1,-0.1,2.0,-2.0
O=S(=O)(c1ccc2nc(SCc3ccc(Cl)cc3)[nH]c2c1)N1CCOCC1,0.1,-26.3,0.8,-1.0,-18.4,0.1,-2.2,0.8,-2.2,0.9,-2.6
COc1ccccc1C(=O)O/N=C(/C)c1ccc(N2C(=O)C3CCCCC3C2=O)cc1 (stereo not given),-0.4,-11.9,8.5,-0.1,2.0,-0.3,0.1,0.4,-0.3,-0.4,-1.8
Cc1ccc(C(NC(=O)C2CCN(CCOc3ccc(Cl)cc3Cl)CC2)c2ccccn2)cc1 (stereo not given),1.4,-30.4,-2.1,-0.5,-0.2,.,-1.0,0.6,-0.7,1.2,-1.4
O=S1(=O)N=CN(Cc2cccc(F)c2)c2ccccc21,-0.3,1.2,5.7,0.2,-3.4,1.2,2.9,-0.2,-0.4,-0.2,6.2
Cc1ccc(C2(C)CC(C)(C)N(C(=O)CSc3nnc(C)s3)c3ccccc32)cc1 (stereo not given),-2.4,-8.2,-3.1,-0.7,-12.8,-2.0,-3.3,0.0,-1.8,0.9,4.7
Nc1nc(SCC(=O)O)[nH]c(=O)c1NC(=O)c1ccccc1F,0.3,2.3,-1.6,0.3,-2.5,2.3,0.2,0.2,-1.4,2.1,1.2
O=C(/C=C/c1ccco1)N(Cc1cccc(F)c1)C1CCS(=O)(=O)C1 (stereo not given),-1.0,-4.3,2.9,0.6,1.3,0.5,0.4,-0.3,-1.2,1.4,-3.6
O=C(Cn1c(=O)sc2ccccc21)Nc1ccc(S(=O)(=O)N2CCCC2)cc1,-1.8,-22.4,7.0,-0.8,-7.1,-1.2,-0.8,0.8,-0.1,-3.5,-3.8
COCCSc1nnc(NC(=O)CCS(=O)(=O)c2ccccc2)s1,-1.0,4.7,2.4,0.1,-2.2,1.0,-0.9,0.3,-1.1,-0.3,-1.1
COc1cccc(CNC(=O)[C@@H]2CCCN2C(=O)[C@@H]2CCCN2C(=O)c2cccc3ccccc23)c1,-3.7,3.2,1.9,0.1,1.5,.,-1.1,-0.7,-1.4,.,-1.6
O=C(Nc1ccc2[nH]ccc2c1)c1ccccc1,12.4*,2.2,-0.5,2.9,2.1,-1.5,9.2*,-0.5,0.6,2.2,3.4
COc1cccc(CC(=O)Nc2nc(C)cs2)c1,0.9,-1.9,-8.8,1.3,-7.6,1.0,0.1,0.4,-1.6,2.2,8.6*
COc1cccc(-c2nc(-c3ccccc3)nc(N3CCN(C)CC3)c2C#N)c1,-0.4,-13.9,-2.0,-0.6,7.5,3.0,-1.3,0.7,-2.0,-3.2,0.2
O=C(NCCN1CCN(C(=O)c2cccc(Br)c2)CC1)C(=O)NCc1ccccc1,-0.3,0.5,-5.4,-0.3,-0.1,-0.1,0.8,0.0,-1.6,-0.5,1.7
Cc1ccccc1NC(=S)N=Nc1c(O)n(C)c2ccc(S(=O)(=O)N3CCOCC3)cc12,-2.6,6.7,-0.2,-0.5,-1.4,-0.8,-0.6,-0.1,-1.4,-2.0,-1.3
c1ccc(CSc2ncnc3c2ncn3C2CCCCO2)cc1 (stereo not given),14.2*,-0.9,5.4,5.1*,5.6,3.6,2.2,-0.2,0.1,3.4,2.6
COc1ccc2cc3cc(C(=O)N4CCN(c5ccccc5)CC4)oc3nc2c1,-0.2,-1.8,9.4,0.1,5.2,1.3,-1.5,0.0,-1.1,0.5,-1.1
CCN1C/C(=C/c2ccc(N3CCOCC3)cc2)C(=O)/C(=C/c2ccc(N3CCOCC3)cc2)C1,-11.9,-17.2,3.7,-3.6,0.7,-3.0,-5.0,0.8,-1.8,-6.2,-2.2
CCOC(=O)C1=CCN(S(=O)(=O)c2ccc(C)cc2)C1c1ccc(Cl)c(Cl)c1 (stereo not given),-2.6,-14.3,-8.6,-1.8,-16.9,.,-3.0,0.4,-1.4,.,-2.1

# Limited to SMARCA2 act, HGIII-sPLA2 inh and GAA850 FXN act, for some of the entries so far:
molecule	SMARCA2 act	HGIII-sPLA2 inh	GAA850 FXN act
CCOC(=O)C1=CCN(S(=O)(=O)c2ccc(C)cc2)C1c1ccc(Cl)c(Cl)c1 (stereo not given)	-2.1	-14.3	.
c1ccc(CSc2ncnc3c2ncn3C2CCCCO2)cc1 (stereo not given)	2.6	-0.9	3.4

# Bioassay records from PubChem BioAssay.
